# Assay outcomes deposited in PubChem BioAssay by Broad Institute.
# GSIS activator: GLuc luminescence reporter in INS-1E cells, primary screen for activators of glucose-dependent secretion of insulin; actives 0.61% (n = 370,000); INS-1E GLuc reporter insulin secretion, 2-3 h; activation, % at 16.6 µM;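 active = lowest replicate activation of at least 40%, so every replicate reaches that level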;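 note: 0% = median of neutral control wells and 100% = median of IBMX positive control wells; some compounds called inactive have numbers as strong as hits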
# DENV2 CPE: inhibitors of DENV2 cytopathic effect | DENV2-infected cells, cytopathic effect rescue, plate reader | actives 1.7% (n = 350,000) | CPE inhibition, % at 9.99 µM; in the data active = CPE inhibition above about 20%, passing the limit was not always enough; inconclusive = no clear call, values can overlap the other calls; tested in BHK-21 cells;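 note: 0% = median of neutral control wells and 100% = median of positive control wells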
# RAD52 anneal inh: RAD52 (human) annealing inhibition; P43351; recombinant RAD52 DNA annealing, FRET fluorescence; inhibition, % at 18.7 µM; actives 0.46% (n = 360,000); AID 651710;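 active = every replicate showing at least 50% inhibition; inconclusive = mean inhibition at least 50% but not in every replicate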
# Casp6 inh: inhibitors of human caspase-6 | AID 686996 | actives 0.53% (n = 350,000) | inhibition, % at 12.5 µM | purified caspase-6, Z-VEID-R110 cleavage fluorescence;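 active = mean inhibition across replicates at least about 35%, with every replicate also reaching that limit, limit read from the data; inconclusive = only one of the two criteria met; inactive = neither criterion met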;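 note: 0% = median of neutral control wells and 100% = no fluorescence left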
# Target sequence (P55212 24-179 limits assumed): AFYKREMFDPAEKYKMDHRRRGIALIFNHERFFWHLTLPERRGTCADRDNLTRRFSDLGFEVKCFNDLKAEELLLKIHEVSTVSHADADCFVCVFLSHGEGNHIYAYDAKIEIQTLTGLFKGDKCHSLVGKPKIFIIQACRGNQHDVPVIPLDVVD
# Target sequence (P55212 194-293 limits assumed): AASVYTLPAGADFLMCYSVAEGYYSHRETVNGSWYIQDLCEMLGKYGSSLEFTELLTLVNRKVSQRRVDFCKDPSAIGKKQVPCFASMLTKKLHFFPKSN
# RAD54 inh: blocks human RAD54 Holliday junction branch migration | FAM/BHQ fluorescence | inhibition, % at 10.4 µM | actives 0.14% (n = 360,000);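 active = mean normalized replicate activity at least 40 and at least half of replicates scoring 40 or more; inconclusive = only one of the two criteria met; inactive = mean below 40 and under half of replicates reaching 40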;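 note: 0% = median of neutral control wells and 100% = median of positive control wells; inhibitors cause a drop in the FAM fluorescence signal; in these data hits start at about 50%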
# Target sequence (Q92698 whole entry, looked up): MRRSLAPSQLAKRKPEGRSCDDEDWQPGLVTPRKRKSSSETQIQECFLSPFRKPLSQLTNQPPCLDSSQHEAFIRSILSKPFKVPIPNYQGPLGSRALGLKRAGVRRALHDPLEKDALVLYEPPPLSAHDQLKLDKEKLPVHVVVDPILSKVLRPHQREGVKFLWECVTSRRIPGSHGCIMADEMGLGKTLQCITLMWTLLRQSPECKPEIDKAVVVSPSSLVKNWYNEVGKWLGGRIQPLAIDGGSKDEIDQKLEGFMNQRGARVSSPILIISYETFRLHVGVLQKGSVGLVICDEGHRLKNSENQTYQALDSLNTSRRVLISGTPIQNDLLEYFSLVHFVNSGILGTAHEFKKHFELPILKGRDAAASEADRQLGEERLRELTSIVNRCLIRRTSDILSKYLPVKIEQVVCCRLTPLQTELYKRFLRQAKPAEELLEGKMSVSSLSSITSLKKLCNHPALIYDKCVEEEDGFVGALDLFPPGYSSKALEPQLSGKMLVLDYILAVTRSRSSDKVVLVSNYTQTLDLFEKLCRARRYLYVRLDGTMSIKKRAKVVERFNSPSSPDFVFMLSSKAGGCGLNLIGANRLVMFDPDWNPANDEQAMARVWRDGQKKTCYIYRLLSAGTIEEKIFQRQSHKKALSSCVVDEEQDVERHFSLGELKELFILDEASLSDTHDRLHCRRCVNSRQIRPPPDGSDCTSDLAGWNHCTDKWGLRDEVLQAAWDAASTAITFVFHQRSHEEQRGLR
# F508del corr: CFTR F508del correction in bronchial cells | CFBE cells, YFP halide quenching; stimulated with forskolin plus potentiator P3; % fluorescence drop versus neutral controls | activity (quench increase), % at 7.58 µM | actives 0.36% (n = 350,000);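 active = mean added fluorescence quench of at least 8% versus neutral control, with both replicates also reaching 8%; inconclusive = only one of the mean or replicate conditions met; inactive = mean below 8% and not both replicates reaching 8%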;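 note: cells transiently co-express mutant CFTR-F508del with the halide-sensitive YFP; corrector assay measuring rescue of mutant channel to the surface after 24 h compound exposure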
# E-selectin induc: induces E-selectin expression in human endothelial cells; HUVEC E-selectin immunofluorescence imaging; normalized: neutral wells 0, TNF-alpha wells 100; activation, % at 7.58 µM; actives 0.37% (n = 260,000); AID 686992; P16581;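 active = mean E-selectin-positive cell signal at least 10% of the positive control, reached in at least 60% of replicates, without over 20% cell loss; inconclusive = no rule given, readout overlaps actives, possibly toxicity-flagged; inactive = the rest, including those meeting only one limit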;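 note: in these data hits start at about 27%; measured in HUVEC primary endothelial cells; signal is the percent of cells scored E-selectin positive by PE staining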
#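 Read-out: % PE-positive cells | Test system: HUVEC | Doses: One compound dose added by pin transfer | Buffer or medium: EGM-2 over gelatin coat | Signal: Immunofluorescence imaging | Benchmarks: TNF-alpha, DMSO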
# XiGFP reactiv: X-chromosome reactivation activator; XiGFP mouse fibroblasts, % GFP-positive cells imaging, 3 d; cells co-treated with 5-aza-dC sensitizer; scaled so ellipticine positive control = 100%; actives 0.055% (n = 360,000); activation, % at 7.58 µM;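 active = mean normalized replicate activation at least 10% and every replicate at or above 10%; inconclusive = only one of the two criteria met; inactive = mean below 10% and not all replicates reach 10%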;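 note: 0% = median of on-plate neutral control wells and 100% = ellipticine 6 µM median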
#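 System: 68-5-11 XiGFP fibroblast line | Buffer or medium: DMEM containing 5-aza-dC | Compound: Single point | Times: Compounds 3 days, fix/stain 15 min at room temperature | Benchmarks: Positive control ellipticine, 6 µM final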
# * hit, by the source's call; ? = inconclusive; nt = not tested or not shown.
SMILES,GSIS activator,DENV2 CPE,RAD52 anneal inh,Casp6 inh,RAD54 inh,F508del corr,E-selectin induc,XiGFP reactiv
CCOc1ccc(N(C(=O)c2cnsn2)C(C(=O)NC2CCCCC2)c2ccncc2)cc1 (centres undefined),1,4,-12,1,nt,0.7,0.1,0.5
CC1(C(=O)Nc2ccc3ccccc3c2)CCC(=O)N1CCOc1ccccc1 (centres undefined),-4,1,-8,0,1,2.6,0.0,0.3
CC(C)Oc1ccc(F)cc1-c1cc(C(=O)N2CCc3ccccc3C2)[nH]n1,4,-8,15,-4,-10,-0.4,0.2,0.0
Cc1cc(C(=O)N2CCC2(C)C(=O)Nc2ccc3[nH]ncc3c2)nn1C (centres undefined),11,-6,-2,-1,2,-2.8,-0.4,0.3
C[C@H]1CN([C@@H](C)CO)C(=O)c2cc(C3=CCCCC3)cnc2O[C@@H]1CN(C)Cc1ccccn1,4,4,-12,-1,2,-2.4,0.2,-0.2
CS(=O)(=O)OCCCCOS(C)(=O)=O,nt,6,3,-8,-1,-7.2,2.1,0.1
O=C(O)c1ccccc1-c1ccccc1C(=O)NNc1ccccc1,2,nt,nt,nt,17,nt,-0.4,0.0
CN(C[C@H]1[C@H](c2ccccc2)[C@@H](CO)N1CC1CC1)C(=O)c1ccc(F)cc1,-2,9,-5,-3,-5,-1.5,-0.1,0.7
C[C@@H]1CN([C@H](C)CO)C(=O)c2cc(C#CCC3CCCC3)cnc2O[C@H]1CN(C)C(=O)CC1CC1,-16,9,1,2,4,0.7,-0.3,-0.2
O=C(COC(=O)CCN1C(=O)C2CC=CCC2C1=O)Nc1ccc(Cl)cc1F (centres undefined),-19,?,3,2,0,1.6,-0.3,0.5
O=C(COC(=O)/C=C/c1ccccc1)Nc1cc(C(F)(F)F)ccc1N1CCOCC1,4,nt,-16,-1,-4,-2.3,nt,0.0
CCOC(=O)c1ccc(-n2cnc(-c3ccc([N+](=O)[O-])cc3)c2)cc1,-13,1,-18,-3,-8,0.1,-0.2,0.0
O=C(C[C@@H]1CC[C@H](NS(=O)(=O)c2ccc(F)cc2)[C@@H](CO)O1)NCc1ccc(Cl)c(Cl)c1,-27,4,-12,0,-4,-1.1,-1.0,0.6
C[C@H](CO)N1C[C@H](C)[C@H](CN(C)Cc2ccc(C(=O)O)cc2)Oc2c(cccc2N(C)C)C1=O,14,-6,-28,3,-4,1.6,-2.4,1.1
CCNC(=O)CC1SC(=Nc2ccc(C)c([N+](=O)[O-])c2)N(C)C1=O (centres undefined),11,16,-9,-3,-2,0.9,nt,0.1
O=[N+]([O-])c1ccccc1S(=O)(=O)c1ccccc1[N+](=O)[O-],7,1,-13,1,nt,-0.2,-0.1,0.2
COC(=O)CSc1nnc(-c2ccccn2)n1Cc1ccco1,13,nt,-8,2,6,-2.2,nt,0.0
O=C(Nc1nnc(SCC(=O)N2CCOCC2)s1)C1CC(=O)N(c2ccc(F)cc2)C1 (centres undefined),19,7,-22,10,-6,0.9,-0.2,-0.1
Cc1cc(NC(=O)C2CCC2)n(-c2ccccn2)n1,38,nt,-5,1,-6,nt,nt,nt
COc1ccc2c(c1)C(CC(C)=O)N(c1ccc(-c3cnc(OC)nc3)cc1)C(c1ccsc1)=C2 (centres undefined),4,7,-9,0,nt,0.2,0.2,0.2
CC12CC3CC(C)(C1)CC(C(=O)N1CCN(C(=O)C4CCCO4)CC1)(C3)C2 (centres undefined),4,-10,2,0,4,1.0,-0.4,0.2
Cc1cccnc1NC(=O)CNC(=O)c1ccccc1,24,13,-12,3,-3,-1.3,0.3,0.4
CCOC(=O)c1ccc(NC(=O)c2nc[nH]c2C(=O)NCCCCNC(=O)c2[nH]cnc2C(=O)Nc2ccc(C(=O)OCC)cc2)cc1,3,0,-5,-1,8,1.1,0.0,-0.3
CN(C(=O)COC(=O)c1ccccc1C(=O)c1ccccc1)c1ccccc1,7,-2,1,2,0,3.1,nt,0.0
COc1ccccc1NC(=O)c1ccccc1C(=O)N(C)Cc1ccccc1,-1,11,-17,0,-4,1.2,0.0,0.1
SMILES,GSIS activator,DENV2 CPE,RAD52 anneal inh,Casp6 inh,RAD54 inh,F508del corr,E-selectin induc,XiGFP reactiv
O=C1c2ccccc2CN1C(CO)c1ccccc1 (centres undefined),22,-2,0,1,1,-1.7,nt,0.3
COC(=O)C1(C)Nc2ccccc2C(=O)N1c1ccccc1OC (centres undefined),-12,3,-15,-2,-7,-1.4,0.5,0.3
CCN(C(=O)COc1cc(=O)n(CC)c2ccccc12)c1cc(Cl)ccc1OC,-27,nt,-21,-1,2,-0.3,0.2,0.2
CC12CCC(=O)N1C(C(=O)Nc1ccc(F)c(F)c1F)CS2 (centres undefined),-3,0,5,0,nt,-0.3,nt,-0.1
Cc1ccc(C)c(NS(=O)(=O)c2ccc3c(c2)NC(=O)CCS3)c1,-3,-4,0,4,-2,1.5,nt,0.0
Cc1ccc(N(Cc2ccccc2)C(=O)c2cccc(S(=O)(=O)N3CCOCC3)c2)cc1,-37,-7,-9,4,nt,-0.7,0.1,0.2
CCN1[C@H](C(=O)N2CCN(C)CC2)[C@@H](CO)[C@@H]2Cn3c(ccc(-c4ccccc4)c3=O)[C@@H]21,7,5,-8,nt,16,0.7,-0.1,0.2
CC(C)C#Cc1cnc2c(c1)C(=O)N([C@H](C)CO)C[C@H](C)[C@@H](CN(C)C(=O)c1cccc(F)c1)O2,-13,-6,7,-1,0,0.8,-0.4,0.1
CC(C)C#Cc1ccc2c(c1)O[C@H](CN(C)Cc1ccccn1)[C@@H](C)CN([C@@H](C)CO)S2(=O)=O,-12,0,11,1,-20,-3.5,0.0,-1.1
C[C@H](CO)N1C[C@H](C)[C@H](CN(C)C(=O)Nc2ccc(C(F)(F)F)cc2)Oc2ccc(NC(=O)Cc3cn(C)c4ccccc34)cc2CC1=O,-5,-5,-17,-4,-7,-1.0,1.3,-0.7
O=C(c1ccccc1)N1CCN(c2ccc([N+](=O)[O-])c(NCC3CCCO3)c2)CC1 (centres undefined),19,5,-6,5,-1,-1.0,3.0,0.2
Cc1nc2ccc([N+](=O)[O-])cc2c(=O)n1Cc1ccc(Br)cc1,-26,11,-20,0,-1,0.2,0.2,0.1
CCOC(=O)c1c(NC(=O)c2ccncc2)sc(C)c1C,0,-2,-15,-2,nt,0.6,nt,0.0
CCC(C)NC(=O)CCn1ccc2cc(S(=O)(=O)N3CCCC3)ccc21 (centres undefined),6,-2,-3,-2,-15,-1.9,nt,-0.1
COC(=O)c1ccc(COc2ccc(/C=N/Nc3cccc(C(=O)O)c3)cc2)cc1,12,5,-11,25,nt,-1.1,nt,-0.1
COc1ccccc1Cn1nc(C(=O)O)c2ccccc2c1=O,20,0,-15,1,0,1.1,0.4,0.0
CCS(=O)(=O)NCC[C@H]1CC[C@@H](NC(=O)C2CCCC2)[C@H](CO)O1,15,-8,-12,1,3,0.1,0.4,0.5
CCN1CCN(c2nc3ccccc3n3cnnc23)CC1,1,6,-11,0,nt,2.8,0.9,-0.1
COc1cc2ccccc2cc1C(=O)OCC(=O)N(CC(C)C)c1c(N)n(Cc2ccccc2)c(=O)[nH]c1=O,-1,-2,-19,-2,-1,2.7,nt,-0.1
O=C(COC(=O)[C@@H]1CC(O)CN1S(=O)(=O)c1ccccc1[N+](=O)[O-])c1ccccc1 (some centres undefined),-7,0,-10,0,0,0.7,nt,0.0
C[C@H](CO)N1C[C@H](C)[C@@H](CN(C)S(=O)(=O)c2ccc(F)cc2)Oc2ccc(NC(=O)C3CC3)cc2CC1=O,3,5,10,1,-9,-0.5,-0.7,0.1
N#Cc1ccc(-c2ccc([C@@H]3[C@H]4CN(C(=O)Nc5ccc(F)cc5)CCCCN4[C@H]3CO)cc2)cc1,-18,12,-1,-1,-2,2.0,-0.5,-0.1
CNC(=O)c1c(NC(=O)C2=COCCO2)sc2c1CCN(C(=O)OC)C2,15,12,-2,-2,nt,1.7,1.6,0.0
CC(C)(C)NC(=O)C(c1ccc(O)cc1)N(Cc1ccco1)C(=O)Cn1nnc(-c2cccs2)n1 (centres undefined),-31,6,-37,-1,10,1.6,nt,nt
Cc1cc(Cl)c2oc(C(=O)N3CCN(c4ccncc4)CC3)c(C)c2c1,-20,?,7,-21,21,-2.8,-0.3,0.0
SMILES,GSIS activator,DENV2 CPE,RAD52 anneal inh,Casp6 inh,RAD54 inh,F508del corr,E-selectin induc,XiGFP reactiv
N/C(=N\OC(=O)C(c1ccccc1)c1ccccc1)c1ccncc1,-10,-3,-5,2,nt,-0.9,-0.1,-0.1
O=C(COc1ccc(Br)cc1)N1CCc2ccccc2C1,4,-13,-19,nt,nt,0.9,-0.1,0.0
COc1ccc(NC(=O)[C@H](CCS(C)(=O)=O)N2Cc3ccccc3C2=O)c(OC)c1,nt,-7,-11,0,12,0.0,0.8,0.0
CCOC(=O)c1sc2nc(C)nc(NCc3ccccc3OC)c2c1C,-6,-1,7,9,6,-4.5,nt,0.0
COc1ccc(C(=O)c2sc(Nc3ccccc3)nc2N)cc1OC,43*,4,-15,0,5,3.0,-1.7,0.0
COc1ccc(CN2C(=O)[C@H]3Cc4c([nH]c5ccccc45)C(C)(C)N3C2=O)cc1,-17,-4,-54,1,4,-1.4,-0.1,0.0
CCN(CC(=O)Nc1c(F)cccc1F)C(=O)c1cc(C)oc1C,-4,-4,-2,-1,nt,-3.0,5.0,0.2
CC(=O)c1ccccc1OCCn1nc(C(=O)O)c2ccccc2c1=O,30,-2,-15,1,2,-1.4,nt,0.0
Nn1c(SCC(=O)Nc2nccs2)nnc1-c1ccccn1,3,15,-7,3,-5,0.2,-0.7,0.0
O=C(C1=NNCC1c1ccccc1)C1OC1c1ccccc1 (centres undefined),-21,1,-71,2,nt,-4.7,-1.7,0.3
CCC(=O)N1CC2(C1)CN(C(=O)c1ccccn1)[C@@H](CO)c1c2c2ccc(OC)cc2n1C,7,8,-1,1,nt,0.8,0.0,0.2
COc1cc(Cl)c(S(=O)(=O)NCc2cccnc2)cc1Cl,31,-2,1,1,-5,-1.8,nt,nt
CC1CCCN(c2ccc(C(=O)NCCc3ccccc3)cn2)C1 (centres undefined),-17,-3,-24,-6,-6,0.9,nt,nt
O=C(CN1CCOCC1)NCC[C@H]1CC[C@H](NS(=O)(=O)c2ccc(F)cc2)[C@H](CO)O1,1,-2,-2,3,-11,-0.8,-0.1,0.1
O=C(CCN1C(=O)/C(=C\C=C\c2ccccc2)SC1=S)Nc1cccc(C(=O)O)c1,-2,-4,-78,9,5,1.0,-0.1,0.0
C[C@@H]1CCCCO[C@H](CN(C)C(=O)Nc2ccc(F)cc2)[C@H](C)CN([C@@H](C)CO)C(=O)c2cc(NS(=O)(=O)c3ccc(Cl)cc3)ccc2O1,1,-3,-31,-2,-8,-0.5,1.0,0.0

# Shown with two lines to a compound: part of the list above
# Values run as follows: GSIS activator	DENV2 CPE	RAD52 anneal inh	Casp6 inh	RAD54 inh	F508del corr	E-selectin induc	XiGFP reactiv
- O=C1c2ccccc2CN1C(CO)c1ccccc1 (centres undefined)
 : 22	-2	0	1	1	-1.7	nt	0.3
- Cc1cccnc1NC(=O)CNC(=O)c1ccccc1
 : 24	13	-12	3	-3	-1.3	0.3	0.4
- C[C@H](CO)N1C[C@H](C)[C@@H](CN(C)S(=O)(=O)c2ccc(F)cc2)Oc2ccc(NC(=O)C3CC3)cc2CC1=O
 : 3	5	10	1	-9	-0.5	-0.7	0.1
